Screens deposited in PubChem by several laboratories.
GSK3A inh: human GSK-3 alpha kinase inhibition | P49840 | ADP-Glo luminescence, 60 min | inhibition, % at 10 µM | 0.1% of 320,000 active;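 in the data active = inhibition above about 50%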;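 note: GST-tagged GSK-3 alpha with peptide substrate and 25 µM ATP; 0% = DMSO neutral wells and 100% = GW8510 positive control wells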
Target sequence (P49840 whole entry, looked up): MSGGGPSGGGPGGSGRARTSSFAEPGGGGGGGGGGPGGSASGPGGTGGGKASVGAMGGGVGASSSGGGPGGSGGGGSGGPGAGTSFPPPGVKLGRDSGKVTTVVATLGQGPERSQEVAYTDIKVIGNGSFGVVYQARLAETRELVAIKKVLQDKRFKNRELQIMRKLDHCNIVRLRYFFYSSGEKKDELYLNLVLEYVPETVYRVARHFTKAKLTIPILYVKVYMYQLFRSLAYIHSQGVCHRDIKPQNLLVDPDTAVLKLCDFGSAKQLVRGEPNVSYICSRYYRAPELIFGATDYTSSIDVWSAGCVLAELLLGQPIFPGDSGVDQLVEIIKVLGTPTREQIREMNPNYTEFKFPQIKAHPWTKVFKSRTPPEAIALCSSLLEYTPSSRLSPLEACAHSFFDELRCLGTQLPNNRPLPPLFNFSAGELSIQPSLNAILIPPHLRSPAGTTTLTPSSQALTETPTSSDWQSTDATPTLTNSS
HSP90 refold inh: blocks HSP90-mediated luciferase refolding in reticulocyte lysate; 0.91% of 290,000 active; AID 1789; Rabbit reticulocyte lysate, luciferase refolding luminescence, 3 h; inhibition, % at 5.6 µM;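 active = inhibition above the screen-wide mean plus 3 SD, computed separately per campaign, cut at about 16% in these data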;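 note: 0% = DMSO wells and 100% = 60 µM geldanamycin wells; inhibitors lower the luminescence because luciferase stays unfolded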
HIF act: HIF pathway transcriptional activation; activation, % at 7.5 µM (by protocol); U2OS HRE-luciferase reporter, luminescence; normalized: DMSO 0%, desferrioxamine 100%; 0.32% of 300,000 active;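 active = mean activation of at least 10% of the iron chelator positive control signal, with at least half of replicates also reaching 10%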
KLF5 inhibitor: kruppel-like factor 5 inhibition | AID 1700 | DLD-1 KLF5 promoter-luciferase reporter, luminescence | 0.23% of 290,000 active | inhibition, % at 5 µM;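 active = inhibition above a per-plate limit of that plate's mean compound inhibition plus 3 SD, cut at about 60% in these data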;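 note: 0% = DMSO wells and 100% = LY294002 at 200 µM; higher means less KLF5 promoter-driven luciferase light; inactives centre near -14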
GSK3beta inhib: human GSK3beta kinase inhibition | P49841 | GST-GSK3beta kinase, ADP-Glo luminescence, 60 min; active compounds read low | activity score (negative = inhibition), % at 10 µM | 0.038% of 300,000 active;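 active = more than half of replicate wells score below -50%, meaning over 50% inhibition versus plate controls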;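 note: 0% = median DMSO wells and -100% = median GW8510 positive control wells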
Target sequence (P49841 whole entry, looked up): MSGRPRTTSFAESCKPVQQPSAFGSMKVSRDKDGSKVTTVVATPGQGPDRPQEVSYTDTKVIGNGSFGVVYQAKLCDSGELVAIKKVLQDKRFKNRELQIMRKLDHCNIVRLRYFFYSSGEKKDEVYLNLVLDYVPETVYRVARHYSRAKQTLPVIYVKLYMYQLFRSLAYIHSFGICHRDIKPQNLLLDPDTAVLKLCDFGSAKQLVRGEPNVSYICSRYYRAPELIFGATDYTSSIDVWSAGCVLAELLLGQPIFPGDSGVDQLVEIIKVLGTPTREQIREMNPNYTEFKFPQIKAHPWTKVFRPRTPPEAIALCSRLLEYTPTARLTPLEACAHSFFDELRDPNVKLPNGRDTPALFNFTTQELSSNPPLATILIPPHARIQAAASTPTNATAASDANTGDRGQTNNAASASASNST
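Assay system: GST-fused GSK3beta enzyme, cell-free / Medium: Tris pH 7.5 buffer with MgCl2, DTT, BSA, heparin / Also added: peptide substrate plus 25 µM ATP (final) / Compound: 10 µM single point / Timing: kinase reaction with compound 60 min at room temperature / Detection: ADP-Glo luminescence / Benchmarks: DMSO neutral wells and GW8510 at 20 µM as positive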
AI-2 QS mod: modulators of Vibrio harveyi AI-2 quorum sensing system; Vibrio harveyi JMH597 AI-2 luminescence/OD600 ratio, 9 h; active compounds read low; strain lacks LuxN and CqsS sensors; 0 = neutral-control median; activity change, % at 7.5 µM; 0.4% of 300,000 active; AID 2094; in the data active = activity change below about -75%, passing the limit was not always enough;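 note: luminescence divided by OD600 gain over 9 h not by final OD600 alone; inactives centre near 13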
aSyn 5UTR inh: MLPCN primary screen, SNCA 5' untranslated region; alpha-synuclein 5'UTR reporter, inhibitor activity; inhibition, % (tested at 7.5 µM); 0.82% of 300,000 active; AID 1813; in the data active = inhibition above about 60%;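 note: H4 neuroglioblastoma cells stably carrying SNCA 5'UTR luciferase fusion; 0% = DMSO wells and 100% = positive control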
HSF1 activator: increases HSF-1 driven luciferase reporter signal. 1.7% of 300,000 active. activation, % at 9 µM. NIH3T3-HGL HSF-1 luciferase reporter, MG132, 8 h; 100% = twice DMSO control signal;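 active = mean replicate activation of at least 50% with a set share of replicates each reaching 50%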;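 note: 0% = median of the neutral control wells and 100% = twice that signal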
IEC-6 tox: counter-screen for KLF5 inhibitors: cytotoxicity in IEC-6 cells | 0.78% of 290,000 active | inhibition, % at 5 µM | AID 1825 | IEC-6 cytotoxicity, luminescence viability; in the data active = inhibition above about 22%;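 note: 0% = plate median of test compound wells and 100% = cytotoxic reference compound wells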
HSF1 inhib: HSF1 inhibition. 0.77% of 300,000 active. activity change, negative = inhibition, % at 7.5 µM (by protocol). NIH3T3-HGL HSE-luciferase, MG132-induced, luminescence 8 h; active compounds read low;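 active = more than half of replicate wells show activity change below -50%, luminescence cut by over half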;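 note: luciferase reports HSF-1 transcriptional activity via heat shock element; 0% = median of DMSO wells and -100% = zero luminescence signal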
* marks the source's active call; other numbers are inactive results; . = not tested or not shown. This is a random part of the collection (roughly 4.7% active in at least one column).

item	mol	IEC-6 tox	HIF act	GSK3A inh	HSF1 inhib	HSF1 activator
1	O=C(C1CCC(N2C(=O)C3CC=CCC3C2=O)CC1)N1CCCCC1 (stereo unspecified)	1	-0.3	0	7	-1
2	Clc1ccc(CNC23CN4CN(CN(C4)C2)C3)c(Cl)c1	-14	0.0	-2	-6	-5
3	Cc1[nH]c2ccc(C(=O)OC(C)C(=O)N(C)c3ccccc3)cc2c1C (stereo unspecified)	.	-1.2	1	0	0
4	Cc1ccccc1S(=O)(=O)c1c(C)cc(-c2ccccc2)[nH]c1=O	-3	-0.3	-3	-4	-3
5	O=C1CC(N2CCN(C/C=C/c3ccccc3)CC2)C(=O)N1Cc1ccc(N2CCCC2=O)cc1 (stereo unspecified)	-4	-0.1	2	-9	2
6	Cc1cc(C)n(C(=O)/C(C#N)=N/Nc2cc(Cl)cc(Cl)c2)n1	10	-0.9	-1	8	2
7	CCOc1ccccc1NC(=O)CSc1ccc2nnc(-c3cccnc3)n2n1	-3	-1.2	0	1	10
8	O=C(CCCc1ccccc1)Nc1ccnn1C1CCN(Cc2ccc(CO)o2)CC1	-3	-0.2	1	-3	-3

item	GSK3beta inhib	AI-2 QS mod	aSyn 5UTR inh	HSP90 refold inh	KLF5 inhibitor
1	3	12	14	0	-22
2	0	17	7	-2	8
3	3	23	9	.	.
4	-2	11	7	-3	-12
5	0	15	8	-1	5
6	-2	-7	-24	3	-17
7	0	39	15	-4	-42
8	0	29	-5	5	-2

Next section
item	mol	IEC-6 tox	HIF act	GSK3A inh	HSF1 inhib	HSF1 activator
9	O=C(O)CCCC(=O)Nc1ccccc1Br	-2	0.2	-2	-1	12
10	O=C(N/N=C\C=C\c1ccc2c(c1)OCO2)c1cccnc1	5	0.1	1	-8	15
11	CC(=O)c1sc(N/N=C\c2ccc(C)cc2)nc1C	2	7.5	1	35	38
12	COCCn1c(=O)[nH]c(=O)c2c1nc(-c1ccc(-c3ccc(Cl)cc3[N+](=O)[O-])o1)n2Cc1ccccc1	-1	-0.1	0	4	21
13	COc1ccc(CC(=O)OCC(=O)NCc2ccccc2Cl)cc1	10	0.4	-6	-1	1
14	CCOc1ccc(NC(=O)CCN2C(=O)C3CCCCC3C2=O)cc1OCC (stereo unspecified)	.	0.1	1	-6	0
15	COc1ccc(NC(=O)CCN2CCCC(C)C2)cc1 (stereo unspecified)	5	0.4	-3	-5	-28
16	COc1ccc(-n2c(NC(=O)c3ccc(Br)o3)c(C#N)c3nc4ccccc4nc32)cc1	1	0.7	.	-8	1

item	GSK3beta inhib	AI-2 QS mod	aSyn 5UTR inh	HSP90 refold inh	KLF5 inhibitor
9	2	9	-34	-1	-41
10	1	19	-9	-1	-11
11	0	30	-59	-3	-62
12	1	-6	-7	1	-5
13	4	3	10	0	0
14	-2	-9	1	.	.
15	.	.	18	2	-11
16	1	51	21	4	12

Fetched by structure from the entries so far:
item	mol	IEC-6 tox	HIF act	GSK3A inh	HSF1 inhib	HSF1 activator
10	O=C(N/N=C\C=C\c1ccc2c(c1)OCO2)c1cccnc1	5	0.1	1	-8	15
15	COc1ccc(NC(=O)CCN2CCCC(C)C2)cc1 (stereo unspecified)	5	0.4	-3	-5	-28

item	GSK3beta inhib	AI-2 QS mod	aSyn 5UTR inh	HSP90 refold inh	KLF5 inhibitor
10	1	19	-9	-1	-11
15	.	.	18	2	-11

Next section.
item	mol	IEC-6 tox	HIF act	GSK3A inh	HSF1 inhib	HSF1 activator
17	CCOC(=O)C1CCN(c2c(NCCCN(CC)Cc3ccccc3)c(=O)c2=O)CC1	-6	-0.6	1	3	27
18	CC1CCCCN1CC(=O)Nc1cc(S(=O)(=O)N2CCOCC2)ccc1N1CCCC1 (stereo unspecified)	0	-0.8	-3	0	6
19	Cc1ccc(NC(=O)C2CCN(S(=O)(=O)c3cccs3)CC2)cc1C	0	0.4	.	5	6
20	NNC(=O)CSc1nnc(-c2ccccc2)n1-c1ccccc1	0	-25	1	3	21
21	CCN=c1sc(C(=O)OC)cc(=O)n1CC	-2	-0.9	-1	-4	7
22	CC(=O)Nc1ccc(NC(=O)C(C)OC(=O)CNS(=O)(=O)/C=C/c2ccc(C)cc2)cc1 (stereo unspecified)	.	-0.1	-2	1	0
23	CC1Nc2ncnc(N3CCc4ccccc4C3)c2N(Cc2ccc(Br)cc2)C1=O (stereo unspecified)	.	-2.8	-3	22	19
24	COC(=O)COc1cccc2c(=O)n(CC(=O)N3CCC(C)CC3)ccc12	-1	0.2	1	-2	-5

item	GSK3beta inhib	AI-2 QS mod	aSyn 5UTR inh	HSP90 refold inh	KLF5 inhibitor
17	-6	17	5	-3	4
18	-1	-7	20	-3	-11
19	-2	27	-8	1	-4
20	-3	17	0	-1	-34
21	-3	22	7	0	4
22	-1	13	13	.	.
23	3	13	-2	.	.
24	1	19	3	-2	-19

The results go on:
item	mol	IEC-6 tox	HIF act	GSK3A inh	HSF1 inhib	HSF1 activator
25	COc1cccc(CN2CCN(Cc3ccco3)CC2)c1	1	0.9	-2	5	0
26	CC(C)c1ccccc1OCCCN1CCCC1	0	-0.9	-5	1	-6
27	Cc1ccccc1NC(=O)NCCCN1CCN(C2CCCCC2)CC1	4	-0.4	-2	-2	-1
28	CCCCNC(=O)CCSc1nc2nc(C)cc(C)n2n1	-2	-0.2	-2	5	0
29	Cc1ccc(NC(=O)/C(C#N)=C/c2cc(C)n(-c3ccc(N4CCOCC4)c([N+](=O)[O-])c3)c2C)c(C)c1	3	0.9	-5	-6	3
30	N/C(CS(=O)(=O)c1ccccn1)=N\OC(=O)c1ccccc1Cl	0	2.4	-2	20	29
31	O=C1c2ccccc2C(=O)N1CCSc1nncs1	-2	0.0	0	6	8
32	COc1ccc(-n2c(SCC(=O)Nc3ccc(C(=O)O)cc3)nnc2-c2cccs2)cc1	0	0.2	3	-3	8

item	GSK3beta inhib	AI-2 QS mod	aSyn 5UTR inh	HSP90 refold inh	KLF5 inhibitor
25	2	6	-39	9	5
26	2	10	8	-2	-78
27	-2	10	5	8	16
28	-1	26	0	-1	0
29	6	19	3	-1	-8
30	4	3	-114	0	-85
31	-4	4	19	-3	-24
32	-2	22	-24	1	12

Further compounds follow.
item	mol	IEC-6 tox	HIF act	GSK3A inh	HSF1 inhib	HSF1 activator
33	CC(O)(c1ccccc1)C(c1ccccc1)C1CCCCN1 (stereo unspecified)	6	-0.2	-5	-2	9
34	CC(C)OC(=O)/C(C#N)=C/c1cn(Cc2ccccc2)c2ccccc12	-3	-0.3	4	3	6
35	N#Cc1c(NCc2ccccc2)ccnc1Cl	.	0.9	0	-7	6
36	CN(C)c1ccc(S(=O)(=O)N2CCCCC2)cc1NC(=O)CN1C(=O)NC2(CCCC2)C1=O	.	0.0	3	6	-4
37	COc1ccc(CCN2C(=O)NC(NS(=O)(=O)c3ccccc3)(C(F)(F)F)C2=O)cc1OC (stereo unspecified)	-4	-0.1	-2	0	0
38	c1ccc(CCC2=NCCn3cccc32)cc1	6	.	-4	9	23
39	COc1ccc(N=C(C)c2sc3ccccc3c2O)cc1	-4	1.6	0	23	14
40	COC(=O)CNC(=O)c1ccccc1	.	-0.3	-3	1	0

item	GSK3beta inhib	AI-2 QS mod	aSyn 5UTR inh	HSP90 refold inh	KLF5 inhibitor
33	1	9	-6	13	-24
34	2	25	75*	-5	-21
35	2	2	10	.	.
36	-4	13	3	.	.
37	-2	30	1	-4	-7
38	-9	2	-12	3	-34
39	-3	15	-125	1	-113
40	0	14	-17	.	.

Among those listed so far, 3 contain bromine.
item	mol	IEC-6 tox	HIF act	GSK3A inh	HSF1 inhib	HSF1 activator
9	O=C(O)CCCC(=O)Nc1ccccc1Br	-2	0.2	-2	-1	12
16	COc1ccc(-n2c(NC(=O)c3ccc(Br)o3)c(C#N)c3nc4ccccc4nc32)cc1	1	0.7	.	-8	1
23	CC1Nc2ncnc(N3CCc4ccccc4C3)c2N(Cc2ccc(Br)cc2)C1=O (stereo unspecified)	.	-2.8	-3	22	19

item	GSK3beta inhib	AI-2 QS mod	aSyn 5UTR inh	HSP90 refold inh	KLF5 inhibitor
9	2	9	-34	-1	-41
16	1	51	21	4	12
23	3	13	-2	.	.

Carrying on:
item	mol	IEC-6 tox	HIF act	GSK3A inh	HSF1 inhib	HSF1 activator
41	CC(=O)c1ccc(N2CCN(C(=O)c3cc4c(s3)CCCC4)CC2)cc1	3	1.5	-4	6	8
42	O=C1OCc2cccc([N+](=O)[O-])c21	2	-0.6	3	4	25
43	Cc1[nH][nH]c(=O)c1N=Nc1ccccc1C#N	-6	-0.2	39	5	14
44	COc1cccc(C(=O)Cn2c(=N)n(C)c3ccccc32)c1	2	-0.2	4	25	25
45	COc1cc(NC(=O)c2ccccc2)c(OC)cc1NC(C)=O	-1	-0.1	1	-13	-12

item	GSK3beta inhib	AI-2 QS mod	aSyn 5UTR inh	HSP90 refold inh	KLF5 inhibitor
41	0	38	-21	-3	4
42	-5	17	-6	-3	-12
43	-27	35	-8	-2	6
44	2	5	86*	4	-85
45	-2	28	-5	-1	-14
